TRHR ag = qHTS for Small Molecule Agonists and Allosteric Enhancers of Human TRH Receptor: Primary Screen for Agonists; activation, % at 2 µM; Thyrotropin-releasing hormone receptor (Homo sapiens), P34981; TRHR cells, calcium flux fluo-8, FDSS agonist mode; AID 493084, 2011; 360,000 tested, 0.18% active; in the data active = activation above about 30%; also: 0% is about no effect
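TRHR-expressing cells loaded with fluo-8 calcium dye; 23 nL library compound pin-transferred, kinetic FDSS fluorescence (Ex 480/Em 530) recorded about 180 s for agonist-induced calcium release, before a 10 nM TRH EC20 addition for potentiator mode.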
IDH1 R132H inh = qHTS for Inhibitors of mutant isocitrate dehydrogenase 1 (IDH1): qHTS; IDH1-R132H enzyme, NADPH consumption, diaphorase/resazurin fluorescence; Potency, µM (titrated, usually from 76.6 µM), for the others: at the highest dose activity change, negative = inhibition, usual class: inhibitors; 390,000 tested, 0.093% active; AID 602179, 2012; also: potency is read from the fitted curve at half-maximal effect; % is scaled to controls: 0 for no effect and ±100 for the full control effect; nearly all actives have a fitted effect of over 65% in size
Target sequence (O75874 whole entry R132H, stated change not applied): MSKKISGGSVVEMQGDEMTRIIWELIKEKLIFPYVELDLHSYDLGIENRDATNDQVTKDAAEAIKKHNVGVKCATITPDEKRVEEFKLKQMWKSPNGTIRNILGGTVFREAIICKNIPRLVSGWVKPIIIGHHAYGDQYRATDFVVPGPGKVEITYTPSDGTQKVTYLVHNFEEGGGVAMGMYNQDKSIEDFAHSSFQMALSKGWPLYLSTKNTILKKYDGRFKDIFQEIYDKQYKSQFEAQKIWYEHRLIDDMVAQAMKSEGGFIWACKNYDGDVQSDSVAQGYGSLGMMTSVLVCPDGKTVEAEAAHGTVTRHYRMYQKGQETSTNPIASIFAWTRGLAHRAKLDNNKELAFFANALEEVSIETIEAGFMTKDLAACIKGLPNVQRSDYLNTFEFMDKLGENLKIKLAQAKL
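IDH1-R132H (0.5 ug/mL dispensed) in pH 7.5 Tris buffer was preincubated 30 min with compound, then given a substrate mix of 0.016 mM NADPH and 2 mM alpha-KG for 80 min at room temperature; remaining NADPH was read by diaphorase/resazurin fluorescence.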
D2 ag = HTS Assay for Allosteric Agonists of the Human D2 Dopamine Receptor: Primary Screen for Agonists | AID 485358, 2010 | D(2) dopamine receptor (Homo sapiens), P14416 | HEK293 T-REx D2 cells, calcium flux agonist mode | activation, % at 2 µM | 340,000 tested, 0.53% active;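 active = activation over 3 SD above normal in the single-dose calcium agonist read, cut at about 30% in these data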; also: 0% is about no effect
Target sequence (P14416 whole entry, looked up): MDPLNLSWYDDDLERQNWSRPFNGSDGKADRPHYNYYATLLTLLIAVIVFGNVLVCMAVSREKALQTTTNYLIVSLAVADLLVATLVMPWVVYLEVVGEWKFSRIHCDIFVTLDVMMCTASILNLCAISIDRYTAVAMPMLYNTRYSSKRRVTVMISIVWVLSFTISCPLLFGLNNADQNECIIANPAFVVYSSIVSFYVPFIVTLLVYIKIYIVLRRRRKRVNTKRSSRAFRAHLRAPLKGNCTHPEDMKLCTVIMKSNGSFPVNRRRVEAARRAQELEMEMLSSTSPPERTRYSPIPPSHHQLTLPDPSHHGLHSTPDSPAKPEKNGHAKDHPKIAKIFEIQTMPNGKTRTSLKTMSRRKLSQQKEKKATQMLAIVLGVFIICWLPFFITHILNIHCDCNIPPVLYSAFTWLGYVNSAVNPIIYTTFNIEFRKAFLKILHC
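HEK293 Trex D2 cells, tetracycline-induced, o/n 30 C 5% CO2; no-wash Ca dye, RT 30–90 min; 10-cycle baseline, 23 nl cpd added, kinetic Ca read 180 s; agonist hits = positive Ca response.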
TRHR PAM = qHTS for Small Molecule Agonists and Allosteric Enhancers of Human TRH Receptor: Primary Screen for Enhancers | AID 493056, 2011 | Thyrotropin-releasing hormone receptor (Homo sapiens), P34981 | 360,000 tested, 0.66% active | TRHR cells, fluo-8 calcium fluorescence, EC20 TRH enhancement | enhancement, % at 2 µM; in the data active = enhancement above about 30%; also: 0% is about no effect
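Enhancer read-out: after compound pinning and an initial kinetic agonist-mode read, an EC20 of TRH (10 nM final) was injected and fluo-8 calcium signal (Ex 480/Em 530) followed at 1 s/cycle for 100 cycles in TRHR-expressing cells.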
rTrxR1 inhibitor = qHTS Assay for Inhibitors of Mammalian Selenoprotein Thioredoxin Reductase 1 (TrxR1): qHTS | Thioredoxin reductase 1, cytoplasmic (Rattus norvegicus), O89049 | 390,000 tested, 1% active | Potency, µM (series often up to 114 µM), inactives show top-dose activity change, negative = inhibition, most hits filed as inhibitors | recombinant rTrxR1, NADPH fluorescence consumption, selenite substrate; also: potency is read from the fitted curve at half-maximal effect; % is scaled to controls: 0 for no effect and ±100 for the full control effect; nearly all actives have a fitted effect of over 65% in size
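Rat TrxR1 (90 nM in the dispensed reagent) was pre-reduced with 400 uM NADPH for 5 min at room temperature, then incubated with compound for 15 min. After 400 uM selenite was added, NADPH fluorescence (Ex 340/Em 450 nm) was followed for 8 min.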
TrxR1 substrate = qHTS Assay for Substrates of Mammalian Selenoprotein Thioredoxin Reductase 1 (TrxR1): qHTS | Thioredoxin reductase 1, cytoplasmic (Rattus norvegicus), O89049 | purified TrxR1 substrate turnover, NADPH consumption readout | AID 588456, 2011 | 390,000 tested, 0.01% active | Potency, µM (doses to about 114 µM), for inactives: top-dose activity change, negative = substrate turnover; also: potency is read from the fitted curve at half-maximal effect; % is scaled to controls: 0 for no effect and ±100 for the full control effect; nearly all actives have a fitted effect of over 50% in size
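Rat TrxR1, dispensed at 90 nM, was prereduced with 400 uM NADPH (final) for 5 min at ~22 deg C, then incubated with compound 15 min before 400 uM selenite. A first-read NADPH fluorescence drop versus no-compound background flagged substrates.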
USP1-UAF1 inh = Inhibitors of USP1/UAF1: Primary Screen; Ubiquitin carboxyl-terminal hydrolase 1 (Homo sapiens), O94782; Potency, µM (series often up to 57.1 µM), inactives show at the top dose activity change, negative = inhibition, usual class: inhibitors; recombinant USP1/UAF1, Ub-Rhodamine cleavage fluorescence; AID 743255, 2014; 390,000 tested, 0.23% active; also: potency is read from the fitted curve at half-maximal effect; % is scaled to controls: 0 for no effect and ±100 for the full control effect; nearly all actives have a fitted effect of over 60% in size; inactives centre near -12
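USP1/UAF1 complex at 1 nM was preincubated with compound for 15 min at room temperature, then Ub-Rho substrate (150nM final) was added. Fluorescence (480/540 nm) was read kinetically, 6 reads every 60 seconds.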
D2 antagonist = HTS Assay for Allosteric Antagonists of the Human D2 Dopamine Receptor: Primary Screen for Antagonists; HEK293 TREx D2 cells, calcium flux, dopamine EC80; AID 485344, 2010; 340,000 tested, 2% active; inhibition, % at 10 µM; D(2) dopamine receptor (Homo sapiens), P14416; in the data active = inhibition above about 30%; also: 0% is about no effect
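In this primary screen, negative modulation is detected by tracking calcium flux after an EC80 dopamine challenge in inducible HEK293 T-REx D2 cells preexposed to test compound for 180 s.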
Pin1 inhibitor = qHTS Assay to Find Inhibitors of Pin1. Peptidyl-prolyl cis-trans isomerase NIMA-interacting 1 (Homo sapiens), Q13526. Pin1 FP peptide displacement, HiFluor488, 10 min. Potency, µM (titrated, usually from 115 µM), for the others: at the top dose activity, negative = inhibition, actives largely listed as inhibitors. 390,000 tested, 0.009% active. AID 504891, 2011; active = well fitted inhibition curve with a large enough effect in the polarisation, with a control signal flat, not every such curve was filed as active; inconclusive = small, poorly fitted or top-dose-only effect, or effect the other way, or a change in a side signal; inactive = no such curve, though single readings can be large or run the other way; the % refers to the polarisation; also: potency is read from the fitted curve at half-maximal effect; % is scaled to controls: 0 for no effect and ±100 for the full control effect
Target sequence (Q13526 whole entry, looked up): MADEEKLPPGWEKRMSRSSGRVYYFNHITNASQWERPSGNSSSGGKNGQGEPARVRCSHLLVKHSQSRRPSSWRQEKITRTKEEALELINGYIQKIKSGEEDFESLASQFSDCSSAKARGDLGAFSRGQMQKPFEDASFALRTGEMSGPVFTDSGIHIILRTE
The depositor's hits bear a star; ? = inconclusive; / = not tested or not shown; [ ] = another dose, or the depositor's remark. Unless noted, calls follow the shape of the dose curve; as a rule, active = well fitted inhibition curve with a large enough effect; inconclusive = small, poorly fitted or top-dose-only effect; inactive = no such curve, though single readings can be large or run the other way. These rows are one share of the data; rates above refer to the full screens.

SMILES	TRHR ag	IDH1 R132H inh	D2 ag	TRHR PAM	rTrxR1 inhibitor	TrxR1 substrate	USP1-UAF1 inh	D2 antagonist	Pin1 inhibitor
NS(=O)(=O)c1cccc(NC(=O)CSc2nc3ccc(Cl)cc3[nH]2)c1	0.3	6.3%	-2.1	0.7	2.2%[57.1 µM]	2.3%	-19.7%	3.4	2.6%
Cc1nn2c(C)nc3sc4c(c3c2nc1=O)CC(C)(C)OC4	0.2	0.8%	-0.2	-1.0	12.5%	9.0%	-8.9%	10.5	-5.3%
Cc1cccc(-n2ncc3c2CCCC3NC(=O)C2CCOCC2)c1C (stereo not given)	0.3	-5.0%	1.8	3.9	11.1%	-0.4%	1.7%	-9.9	-4.2%
O=Cc1ccc(Oc2cc(-c3ccccc3)nc(-c3ccccc3)n2)cc1	0.1	2.7%	1.1	-6.1	21.0%	10.6%	-5.7%	4.6	-0.2%
N#Cc1c(-c2ccccc2)[nH]c(=O)[nH]c1=O	-0.7	1.6%	-0.9	1.0	1.0%[57.1 µM]	-0.9%[57.1 µM]	-7.5%	-20.9	-9.4%
Cc1oc(-c2ccc(Cl)cc2)nc1CN1CCC(C(=O)NCc2cccnc2)CC1	0.8	1.4%	-1.2	1.5	20.9%[57.1 µM]	7.2%[57.1 µM]	-1.4%	-3.5	5.8%
CC(=O)c1cccc(NC(=S)NC(=O)c2ccc(C)cc2Cl)c1	0.3	1.3%	-0.4	-3.9	12.5%	2.1%	-13.5%	9.8	4.3%
Cc1cc(=O)[nH]c(SCC(=O)Nc2nc(-c3ccccc3)cs2)n1	-0.1	-0.6%	0.1	-1.9	-6.4%	-6.8%	-18.1%	3.8	-0.6%
N#Cc1c(SCC(=O)Nc2cccc(C(F)(F)F)c2)sc2c(O)cc(=O)[nH]c12	1.6	-3.5%	0.8	5.2	-4.4%[57.1 µM]	1.3%[57.1 µM]	?	10.5	?
O=C(Nc1ncccc1O)c1ccc(OCC2CCCO2)cc1 (stereo not given)	0.1	-6.4%	1.2	-1.9	21.6%	-0.6%	-19.6%	3.1	-5.0%
Cc1cc(N2CCC(C)CC2)nc(NCc2ccccc2)n1	0.9	1.4%	11.5	-11.7	-18.8%	-11.1%	-22.8%	24.9	4.2%
C=CCOC(=O)/C(=C/c1ccco1)NC(=O)/C=C/c1ccccc1	-0.6	6.8%	0.9	3.2	17.8µM*	-4.7%	-16.0%	27.0	-2.8%
Cc1ccc2cc(/C=C/C(=O)c3ccco3)c(Cl)nc2c1	-1.3	7.8%	-1.5	12.2	-39.6%	-2.7%[57.1 µM]	-21.7%	11.8	?
Cc1cc(OCCN2CC(C)OC(C)C2)ccc1[N+](=O)[O-] (stereo not given)	-0.9	9.2%	0.6	3.6	2.2%	-3.5%	-17.8%	4.0	-13.5%
CCOC(=O)N1C(=O)NC(=O)C1c1ccc(Cl)cc1 (stereo not given)	/	3.8%	/	/	20.1%[11.4 µM]	11.1%[11.4 µM]	1.7%	/	-6.8%
CCOC(=O)CC1=NS(=O)(=O)c2ccccc2N1	0.3	2.7%	0.5	8.1	12.3%[57.1 µM]	15.9%[57.1 µM]	-13.0%	10.1	1.3%
O=C(COC(=O)c1cc(S(=O)(=O)N2CCCC2)ccc1O)Nc1ccc(SC(F)F)cc1	2.6	-4.5%	2.0	11.1	8.4%	1.0%	-25.1%	2.7	2.0%
C/C(=N\O)C(=O)Nc1ccccc1	1.1	-4.2%	1.4	-2.3	18.7%	5.0%	-16.9%	-2.0	-1.4%
CCOC(=O)c1cnc2c(c(C)nn2CC)c1NC1CC1	1.1	-11.8%	-0.5	9.7	21.8%[57.1 µM]	13.2%[57.1 µM]	-15.8%	3.8	0.1%
CC(C)=CCN1CCN(Cc2cn[nH]c2C2CCCCC2)CC1CCO (stereo not given)	-0.6	6.7%	/	-6.8	20.9%[57.1 µM]	6.6%[57.1 µM]	-18.0%	/	-3.8%

The closing three records of the part above lead into the next:
SMILES	TRHR ag	IDH1 R132H inh	D2 ag	TRHR PAM	rTrxR1 inhibitor	TrxR1 substrate	USP1-UAF1 inh	D2 antagonist	Pin1 inhibitor
C/C(=N\O)C(=O)Nc1ccccc1	1.1	-4.2%	1.4	-2.3	18.7%	5.0%	-16.9%	-2.0	-1.4%
CCOC(=O)c1cnc2c(c(C)nn2CC)c1NC1CC1	1.1	-11.8%	-0.5	9.7	21.8%[57.1 µM]	13.2%[57.1 µM]	-15.8%	3.8	0.1%
CC(C)=CCN1CCN(Cc2cn[nH]c2C2CCCCC2)CC1CCO (stereo not given)	-0.6	6.7%	/	-6.8	20.9%[57.1 µM]	6.6%[57.1 µM]	-18.0%	/	-3.8%
O=c1ccn(-c2cccc(C(F)(F)F)c2)nc1-c1ccn(-c2cccc(Cl)c2)n1	0.4	18.8%	0.0	-7.1	-2.4%	-3.1%	-5.6%	-3.2	-1.2%
CCC(=O)N1CCN(c2ccc(NC(=O)c3ccc([N+](=O)[O-])o3)cc2Cl)CC1	1.1	15.8%	-3.4	-8.0	-4.2%	-6.5%	0.0%	14.7	-4.5%
CCCC(C(=O)Nc1ccncc1)c1ccccc1 (stereo not given)	0.8	0.0%	-0.3	-10.6	0.1%	2.5%	-16.2%	3.5	1.3%
O=C(NCc1ccccn1)C(=O)NCC(c1ccco1)N1CCOCC1 (stereo not given)	0.2	-4.6%	2.9	-2.9	15.7%	-0.2%	-13.4%	3.7	2.7%
CCN(C(=O)c1ccc(NC(C)=O)cc1)c1ccccc1	0.5	2.7%	0.6	2.8	13.6%	6.9%	-10.6%	-13.0	-0.5%
CCN(CC)c1ccc(C(=O)Nn2cnc3ccccc3c2=O)cc1	-1.2	-0.5%	-0.2	-4.2	3.6%	-9.6%	-10.9%	16.5	-11.4%
CC(C)Cn1c(N)c(C(=O)COC(=O)c2nccnc2N)c(=O)n(C)c1=O	0.2	-3.4%	-0.5	-0.3	3.7%	492.9%[activator]	-6.1%	-3.9	1.3%
O=C(c1cc(Cl)nc2ccccc12)N1CCN(S(=O)(=O)c2cccc(C(F)(F)F)c2)CC1	0.1	-9.3%	0.2	-13.5	-1.6%[57.1 µM]	-3.8%[57.1 µM]	-7.1%	-12.4	0.3%
Cc1cccc(OCCC(=O)Nc2ccc(F)c(F)c2)c1	-0.7	19.7%	-1.1	-5.1	5.0%[57.1 µM]	5.0%[57.1 µM]	-8.2%	-15.9	-0.6%
CCCCc1ccc(NC(=O)C(=O)NCCN2CCN(Cc3ccc([N+](=O)[O-])cc3)CC2)cc1	1.4	-12.3%	1.1	0.5	28.3%	-0.8%	-12.4%	6.5	-2.5%
COc1ccc(CN(C)CC(=O)NC(=O)NCc2ccccc2)c(OC)c1	-0.6	-5.1%	-0.7	1.5	0.4%	-11.9%	-2.7%	24.7	-5.3%
COc1ccc(NC(=O)N(Cc2cc3ccc(OC)cc3[nH]c2=O)CC2CCCO2)cc1 (stereo not given)	-0.6	-6.4%	0.0	-10.4	8.2%	-4.8%	-8.7%	-8.7	-4.7%
COc1ccc(OC)c(CNC(=O)Cn2ncc3c([nH]c4ccc(C)cc43)c2=O)c1	0.9	-9.0%	0.4	-6.4	26.3%	8.7%	-22.4%	/	-1.2%
CN(CC(O)Cn1cnc2c1c(=O)n(C)c(=O)n2C)c1ccccc1 (stereo not given)	4.0	-5.7%	1.8	1.5	12.7%[57.1 µM]	5.4%	-16.9%	2.4	-5.9%
CN1CCN(c2ccccc2NC(=O)c2cc3ccccc3o2)CC1	0.6	10.0%	1.2	0.1	13.4%	-4.0%	-13.1%	6.7	8.1%
CCN(CC(=O)Nc1c(F)cccc1F)C(=O)c1cccc(S(=O)(=O)N2CCc3ccccc3C2)c1	1.0	-3.7%	0.3	-3.9	0.9%	-4.6%	-6.4%	-11.9	4.6%
Cc1ccccc1OC1=NS(=O)(=O)c2ccccc21	1.5	0.6%	/	5.0	3.5%[57.1 µM]	7.8%[57.1 µM]	-4.6%	/	-3.4%[163 µM]
CCCSC1=C(C#N)C(c2cccs2)CC(=O)N1 (stereo not given)	-0.7	10.8%	-0.2	-3.7	7.2%[57.1 µM]	-5.9%	-22.7%	-3.4	-0.8%
O=C(COc1ccc(F)cc1)Nc1ccc2nc(SCC(=O)N3CCCC3)sc2c1	-0.8	4.4%	-1.5	-1.6	4.8%	-9.2%	-14.7%	/	19.7%
COc1ccccc1N1CCN(CC(=O)c2c(N)n(C)c(=O)n(C)c2=O)CC1	0.3	3.6%	5.2	-8.0	12.2%[57.1 µM]	3.4%	-2.1%	16.1	-3.3%
CCc1ccc(OCC(O)CN2CCN(CCO)CC2)cc1 (stereo not given)	-0.1	-8.2%	-0.1	-6.1	-5.1%	-3.5%	-4.1%	-7.2	?

Source: PubChem (National Center for Advancing Translational Sciences (NCATS))
